PKA-R1A act – PKA-R1A complex activation; AID 504707; activation, % at 11.4 µM; 0.083% of 340,000 active; PKA-R1A dissociation, Cy5-IP20 fluorescence polarization; scaled: DMSO 0%, 113 µM cGMP 100%;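 active = percent activation above the mean of all tested compounds plus 3 SD, cut at about 19% in these data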;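 note: higher means more PKAc released from R1A so a rise in polarization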
AddAB inh – less growth of phage-infected E. coli with AddAB; 0.29% of 330,000 active; E. coli expressing H. pylori AddAB, absorbance growth; inhibition, % at 11.9 µM; in the data active = inhibition above about 12%;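 note: 0% = vehicle wells of infected cells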
Arrestin-AP2 inh – human beta-arrestin and AP2 interaction inhibition. inhibition, % at 10 µM. AID 504490. FITC-arrestin peptide / GST-AP2 beads, flow cytometry; AP2 beta2 appendage carries R879A mutation. 0.31% of 340,000 active;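 active = inhibition above a set limit, near 3 SD of compounds lacking own fluorescence, cut at about 54% in these data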;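 note: plate controls were DMSO wells for no effect and 5 µM unlabelled arrestin peptide for full effect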
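System: GST-tagged AP2 beta2-adaptin appendage (R879A) on 4 µm glutathione beads / Reagent: FITC-arrestin peptide, 50 nM / Detection: HyperCyt-sampled flow cytometry, FL1 channel, ex 488/em 535 nm / Timing: 12 min plus 1 h, RT / Buffer or medium: PBS plus Tween 20 (0.05%) and BSA (0.1%)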
E coli growth – counter-screen for AddAB inhibitors: E. coli growth inhibition; AID 449728; E. coli V3065 growth, OD600 absorbance, 18 h; 0.27% of 330,000 active; inhibition, % at 11.9 µM;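 active = inhibition above the campaign's mean inhibition across all tested compounds plus 3 SD, cut at about 9.9% in these data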;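 note: uninfected addAB+ strain grown without phage in ampicillin broth; 0% = DMSO wells and 100% = ciprofloxacin 0.95 µg/ml wells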
Pemphigus Ab inh – human desmoglein-3 autoantibody binding inhibition | 0.48% of 310,000 active | binding (percent of control), % at 10 µM | DSG3-coupled beads, scFv-anti-DSG3-GFP binding, flow cytometry; active compounds read low;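 active = binding more than 3 SD below its plate's average and above zero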;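 note: hits lower antibody fragment binding to DSG3; some compounds called inactive have numbers as strong as hits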
Target sequence (P32926 whole entry, looked up, the tested form may be a part): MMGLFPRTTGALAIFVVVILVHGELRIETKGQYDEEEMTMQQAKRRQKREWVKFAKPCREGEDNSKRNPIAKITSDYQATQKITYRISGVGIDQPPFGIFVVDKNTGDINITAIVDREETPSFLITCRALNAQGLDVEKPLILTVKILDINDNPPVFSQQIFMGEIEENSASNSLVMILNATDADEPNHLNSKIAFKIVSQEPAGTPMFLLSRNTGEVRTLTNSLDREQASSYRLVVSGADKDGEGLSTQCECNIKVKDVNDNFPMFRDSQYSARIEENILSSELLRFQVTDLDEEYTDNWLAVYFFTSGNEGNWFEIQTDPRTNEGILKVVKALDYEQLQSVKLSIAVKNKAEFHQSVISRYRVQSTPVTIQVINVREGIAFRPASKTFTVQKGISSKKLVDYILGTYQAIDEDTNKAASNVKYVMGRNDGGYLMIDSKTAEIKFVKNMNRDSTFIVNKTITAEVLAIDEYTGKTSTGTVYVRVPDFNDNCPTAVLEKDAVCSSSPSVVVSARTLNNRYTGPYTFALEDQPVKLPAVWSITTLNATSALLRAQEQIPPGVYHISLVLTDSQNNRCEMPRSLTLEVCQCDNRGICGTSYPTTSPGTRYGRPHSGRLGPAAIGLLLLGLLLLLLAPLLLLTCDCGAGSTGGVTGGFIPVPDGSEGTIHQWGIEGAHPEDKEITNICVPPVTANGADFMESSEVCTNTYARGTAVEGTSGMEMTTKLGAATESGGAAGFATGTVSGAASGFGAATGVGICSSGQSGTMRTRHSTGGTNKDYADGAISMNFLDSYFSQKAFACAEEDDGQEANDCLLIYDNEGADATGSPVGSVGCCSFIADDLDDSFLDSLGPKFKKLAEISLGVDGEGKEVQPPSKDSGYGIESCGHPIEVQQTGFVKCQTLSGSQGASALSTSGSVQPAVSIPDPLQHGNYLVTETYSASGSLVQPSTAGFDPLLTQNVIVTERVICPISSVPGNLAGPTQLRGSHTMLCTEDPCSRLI
phage Ecoli inh – E. coli growth loss with phage present; 0.26% of 360,000 active; inhibition, % at 11.9 µM; growth absorbance; in the data active = inhibition above about 11%
SUMO Mot1 rescue – SUMOylation pathway inhibition by Mot1-301 growth rescue. S. cerevisiae Mot1-301 growth rescue, ATP luminescence, 38.5C; percent above DMSO median, 100 means doubled. growth rescue, % at 18.8 µM. 1% of 320,000 active;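 active = every valid replicate shows activation above 250% relative to neutral control wells; inactive = the rest, any valid replicate at or below 250%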;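 note: OY570 slx delta 5 strain wells were the positive control but not used for scaling; some compounds called inactive have numbers as strong as hits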
Active calls of the source: *. Some of the compounds tested; count on the stated rates, not on these rows.

Start of the data: the first 2 entries (preview)
`Cc1nn(-c2ccccc2)c(C)c1-c1cc(C(=O)N/N=C/c2cccnc2)[nH]n1` gave AddAB inh 0.1, E coli growth 1.9, phage Ecoli inh 4.5 and SUMO Mot1 rescue -14.
Screening O=C(NNC(=O)c1cccs1)c1ccc([N+](=O)[O-])cc1 returned AddAB inh 2.1, E coli growth 1.0, phage Ecoli inh 2.6 and SUMO Mot1 rescue 6.

Results, from the first entry:
`Cc1nn(-c2ccccc2)c(C)c1-c1cc(C(=O)N/N=C/c2cccnc2)[nH]n1` gave AddAB inh 0.1, E coli growth 1.9, phage Ecoli inh 4.5 and SUMO Mot1 rescue -14.
Screening O=C(NNC(=O)c1cccs1)c1ccc([N+](=O)[O-])cc1 returned AddAB inh 2.1, E coli growth 1.0, phage Ecoli inh 2.6 and SUMO Mot1 rescue 6.
Cc1cc(=O)oc2cc(OCC(=O)N3CC(C)OC(C)C3)ccc12 (stereo unspecified) was read as AddAB inh 1.1, E coli growth -0.4, phage Ecoli inh 1.8 and SUMO Mot1 rescue 13.
Screening CCOCCCNC(=S)NCCCNc1nc2ccc(C)cc2cc1C#N returned AddAB inh 2.3, E coli growth 0.5, phage Ecoli inh 4.0 and SUMO Mot1 rescue 15.
`CCN(CC)c1ccc2c(Cl)cc(=O)oc2c1` gave AddAB inh 2.9, E coli growth -1.4, phage Ecoli inh -1.4 and SUMO Mot1 rescue 5.
`CN(C)CCNC(=O)C(=O)C1C(=O)Nc2ccccc21` (stereo unspecified) gave AddAB inh 0.4, E coli growth 2.4, phage Ecoli inh 4.6 and SUMO Mot1 rescue -4.
Screening Cc1cc(NC(=O)Cn2c(=O)n(CCCCC(=O)NC3CCN(Cc4ccccc4)CC3)c(=O)c3ccccc32)n[nH]1 returned AddAB inh -1.1, E coli growth -0.8, phage Ecoli inh 2.6 and SUMO Mot1 rescue -4.
O=C(CNS(=O)(=O)c1ccc(Br)cc1)OCc1cc(=O)n2cc(Br)ccc2n1 was read as AddAB inh 1.9, E coli growth -1.3, phage Ecoli inh 2.8 and SUMO Mot1 rescue -4.
For CC(=O)NS(=O)(=O)c1ccc(NC(=O)CSc2ccc(Cl)cc2)cc1 the results were AddAB inh 1.1, E coli growth 0.1, phage Ecoli inh 2.9 and SUMO Mot1 rescue 3.
Screening COc1ccc(-c2cc(C(F)(F)F)n3nc(C(=O)NCCCN4CCOCC4)cc3n2)cc1 returned AddAB inh 0.8, E coli growth -0.3, phage Ecoli inh 1.9 and SUMO Mot1 rescue -3.
For COc1ccc2c(c1)OC[C@H]1[C@H]2N2C(=O)CNC(=O)[C@@]2(C)[C@H]1c1ccccc1 the results were AddAB inh 3.8, E coli growth 0.6, phage Ecoli inh 0.2 and SUMO Mot1 rescue -3.
COc1ccc(C(c2c(O)nc[nH]c2=O)c2c(O)nc[nH]c2=O)cc1 was read as AddAB inh 1.0, E coli growth 2.1, phage Ecoli inh 1.1 and SUMO Mot1 rescue 3.
For CC(C)Cn1c(SCC(=O)N2CCCc3ccccc32)nc2ccccc2c1=O the results were AddAB inh -1.9, E coli growth -1.8, phage Ecoli inh 0.5 and SUMO Mot1 rescue 12.
Screening Cc1ccc(CSCC(N)C(=O)O)cc1 (stereo unspecified) returned AddAB inh 2.1, E coli growth 1.6, phage Ecoli inh 2.1 and SUMO Mot1 rescue -4.
CC[n+]1c(/C=C/C=C/N(C(C)=O)c2ccccc2)sc2cc(OC)ccc21 was read as AddAB inh 1.2, E coli growth -0.8, phage Ecoli inh 4.6 and SUMO Mot1 rescue -9.
For Cc1ccc2[nH]c3c(c2c1)CN(C(=O)CN1CCN(C(=O)c2ccco2)CC1)CC3 the results were AddAB inh 4.6, E coli growth -1.2, phage Ecoli inh -1.2 and SUMO Mot1 rescue -2.
Screening O=C(CN1CCN(C(=O)c2cccc(F)c2)CC1)NC1CCCCC1 returned AddAB inh 1.9, E coli growth -1.1, phage Ecoli inh 0.6 and SUMO Mot1 rescue -3.
For Cc1cc(C)cc(SCc2noc(C(=O)NCC3CC3)c2C(=O)NCC2CC2)c1 the results were AddAB inh 0.2, E coli growth 0.4, phage Ecoli inh 1.1 and SUMO Mot1 rescue 6.
`COCc1cc(C)nc(OCC(=O)N/N=C/c2ccc(-c3cccc([N+](=O)[O-])c3)o2)c1C#N` gave AddAB inh 1.1, E coli growth -3.0, phage Ecoli inh -1.4 and SUMO Mot1 rescue 1.
O=C(Nc1nc2ccc([N+](=O)[O-])cc2s1)c1ccco1 was read as AddAB inh 0.2, E coli growth 3.2, phage Ecoli inh 0.4 and SUMO Mot1 rescue -1.
For O=C(CN1C(=O)c2ccccc2C1=O)Nc1nc(-c2cccc([N+](=O)[O-])c2)cs1 the results were AddAB inh 0.6, E coli growth 0.2, phage Ecoli inh -0.4 and SUMO Mot1 rescue -9.
`CN(C)c1ccc(CNc2ccc3c(c2)ncn3C)cc1` gave AddAB inh -1.2, E coli growth -3.1, phage Ecoli inh 1.4 and SUMO Mot1 rescue 3.
NC(=O)CC[C@@H]1NC(=O)[C@@H]2CCCN2C(=O)c2cc([N+](=O)[O-])cc(I)c2NCCC[C@@H](C(=O)NC(CC(=O)O)C(N)=O)NC1=O (stereo partly specified) was read as AddAB inh 3.7, E coli growth 1.1, phage Ecoli inh 1.1 and SUMO Mot1 rescue -5.
`O=C(Cc1cc(=O)[nH][nH]1)N/N=C/c1ccccc1Cl` gave AddAB inh 1.0, E coli growth 1.4, phage Ecoli inh -0.3 and SUMO Mot1 rescue 11.
Cc1cc2ncn(-c3ncnc4sc5c(c34)CCCC5)c2cc1C was read as AddAB inh 1.3, E coli growth -0.4, phage Ecoli inh 0.2 and SUMO Mot1 rescue -11.
`Cc1cnn(C(=O)c2ccccc2Br)c1` gave AddAB inh 1.7, E coli growth 0.5, phage Ecoli inh -0.9 and SUMO Mot1 rescue 6.
For O=C(NC(c1ccccc1)c1cc(Cl)c2cccnc2c1O)c1cccnc1 (stereo unspecified) the results were AddAB inh 4.3, E coli growth -0.5, phage Ecoli inh 1.7 and SUMO Mot1 rescue -4.
Cc1ccc2[nH]c3c(=O)n(CCC4=CCCCC4)cnc3c2c1 was read as AddAB inh -0.5, E coli growth -2.2, phage Ecoli inh 0.1 and SUMO Mot1 rescue -18.
`Cc1nn(C)c(C)c1/C=N/NC(=O)c1csc2ccccc12` gave AddAB inh 0.7, E coli growth -3.1, phage Ecoli inh 0.9 and SUMO Mot1 rescue 6.
For CCN(CC)CCN(C(=O)c1ccc(N2C(=O)CCC2=O)cc1)c1nc2cc3c(cc2s1)OCO3 the results were AddAB inh 1.0, E coli growth -1.0, phage Ecoli inh 2.5 and SUMO Mot1 rescue 0.
`CN1CCN(NC(=O)CN2C(=O)/C(=C/c3ccccc3F)SC2=S)CC1` gave AddAB inh 5.7, E coli growth 0.6, phage Ecoli inh 4.1 and SUMO Mot1 rescue -1.
`COc1ccc2cc(CN(Cc3cccnc3)Cc3nnnn3Cc3ccccc3)c(=O)[nH]c2c1` gave AddAB inh -0.8, E coli growth -0.4, phage Ecoli inh 1.7 and SUMO Mot1 rescue -2.
For COc1ccc(CCN(C)C(=O)c2ccc(S(=O)(=O)Nc3ccccc3C)cc2)cc1OC the results were AddAB inh 3.3, E coli growth 1.1, phage Ecoli inh 2.9 and SUMO Mot1 rescue -8.
For Nc1c(S(=O)(=O)c2cccs2)c2nc3ccccc3nc2n1CCc1ccccc1 the results were AddAB inh -0.3, E coli growth -0.9, phage Ecoli inh 3.0 and SUMO Mot1 rescue 9.
`COc1cccc2oc3cc(C#Cc4ccccn4)ccc3c(=O)c12` gave AddAB inh 2.9, E coli growth 0.7, phage Ecoli inh 0.6 and SUMO Mot1 rescue -26.
Cc1nc(N)sc1C(=O)N/N=C/c1ccccc1[N+](=O)[O-] was read as AddAB inh 4.6, E coli growth 0.6, phage Ecoli inh 6.9 and SUMO Mot1 rescue -4.
Screening CC1=C(C/C=C(\C)CCC[C@H](C)CCC[C@H](C)CCCC(C)C)C(=O)c2ccccc2C1=O returned AddAB inh 4.9, E coli growth 0.5, phage Ecoli inh 1.3 and SUMO Mot1 rescue 106.
CCCCCCN(C(=O)CCCCCN1C(=O)NC(c2cccc([N+](=O)[O-])c2)C(C(=O)OCc2ccccc2)=C1C)C(C(=O)NCCCC)c1ccc(OCC(=O)OC)c(C(=O)OC)c1 (stereo unspecified) was read as AddAB inh 2.5, E coli growth -3.3, phage Ecoli inh 0.7 and SUMO Mot1 rescue 11.
Screening COc1ccccc1-c1nc(NC(C)=O)n[nH]1 returned AddAB inh 2.0, E coli growth 0.3, phage Ecoli inh 1.3 and SUMO Mot1 rescue 17.
Cc1ccc(-c2[nH]nc3c2C(c2ccccc2OC(=O)N2CCOCC2)C(C#N)=C(N)O3)cc1 (stereo unspecified) was read as AddAB inh 0.0, E coli growth -1.8, phage Ecoli inh 1.9 and SUMO Mot1 rescue 14.
Screening CS(=O)(=O)c1ccc(CNC(=O)C2(C(F)(F)F)CC(CCCO)CCCO2)cc1 (stereo unspecified) returned AddAB inh 1.1, E coli growth 2.7, phage Ecoli inh 2.2 and SUMO Mot1 rescue -14.
Screening C[C@@H](C(=O)Nc1ccc2ccccc2c1)[C@H]1C[C@]1(C)[C@H](NS(=O)(=O)c1ccc(-c2ccccc2)cc1)c1ccccc1 returned AddAB inh 2.3, E coli growth -1.2, phage Ecoli inh -0.3 and SUMO Mot1 rescue 2.
Cn1c(=O)c2c(nc(CN3CCN(c4ccccc4)CC3)n2CCN2CCOCC2)n(C)c1=O was read as AddAB inh 3.9, E coli growth -1.8, phage Ecoli inh 0.6 and SUMO Mot1 rescue -17.
For O=C(Nc1ccccc1Cl)C1CC(=O)n2c(nc3ccccc32)N1 (stereo unspecified) the results were AddAB inh 0.3, E coli growth 1.3, phage Ecoli inh 4.4 and SUMO Mot1 rescue -22.
CC1=C(C(=O)OCc2ccccc2)C(c2ccc(Br)cc2)NC(=O)N1CCCC(=O)O (stereo unspecified) was read as AddAB inh 2.9, E coli growth -0.5, phage Ecoli inh 3.1 and SUMO Mot1 rescue 145.
Screening CNC(=S)N(Cc1ccc(OC)cc1)C1CC(=O)N(c2ccc(C(=O)OC)cc2)C1=O (stereo unspecified) returned AddAB inh -1.2, E coli growth -4.1, phage Ecoli inh 4.4 and SUMO Mot1 rescue -5.
Cc1c(C(C)(C(=O)O)c2c(C)n(C)c3ccccc23)c2ccccc2n1C was read as AddAB inh -0.1, E coli growth 0.2, phage Ecoli inh -1.2 and SUMO Mot1 rescue -19.
For CCOc1ccc(CN2CCN(Cc3nc(C(C)C)cs3)CC2CCO)cc1 (stereo unspecified) the results were AddAB inh 2.9, E coli growth 0.5, phage Ecoli inh 3.7 and SUMO Mot1 rescue -5.
`CC(/C=N/NC(=O)c1ccccn1)=C\c1ccco1` gave Arrestin-AP2 inh 2, Pemphigus Ab inh 109 and phage Ecoli inh 1.8.
`COC(=O)/C(=C/c1cn(C(C)=O)c2ccccc12)[N+](=O)[O-]` gave Arrestin-AP2 inh 13, Pemphigus Ab inh 101 and phage Ecoli inh 5.2.
`COc1ccc(S(=O)(=O)N2CCN(c3ccccc3)CC2)cc1OC` gave Arrestin-AP2 inh -7, Pemphigus Ab inh 96 and phage Ecoli inh 1.9.
COc1ccc([C@H]2C(C#N)=C([S-])N[C@](C)(O)[C@@H]2[n+]2ccccc2)cc1 was read as Arrestin-AP2 inh 17, Pemphigus Ab inh 106 and phage Ecoli inh 1.9.
S=C(Nc1ccccc1)Nc1ccccc1-n1cccc1 was read as Arrestin-AP2 inh -8, Pemphigus Ab inh 110 and phage Ecoli inh -0.1.
For Cc1[nH]c(C)c2c(=O)n(Cc3ccccc3Cl)ncc12 the results were Arrestin-AP2 inh 25, Pemphigus Ab inh 98 and phage Ecoli inh 3.8.
COC(=O)c1c(NC(=O)c2ccc(C(=O)c3ccccc3)cc2)sc2c1CC(C)(C)NC2(C)C was read as PKA-R1A act -3, Pemphigus Ab inh 109 and phage Ecoli inh 3.2.
O=C(CC1CC1)Nc1ccc2c(c1)[C@H]1C[C@H](CC(=O)N3CCc4ccccc4C3)O[C@@H](CO)[C@H]1O2 was read as PKA-R1A act -2, Pemphigus Ab inh 106 and phage Ecoli inh 2.6.

Source: PubChem (several laboratories)
